Bioassay records from PubChem.
GLP1R cytotox: cytotoxicity counter-screen for GLP-1 receptor inverse agonists; Potency, µM (top dose mostly 38.3 µM), for inactives: at the highest dose activity change, negative = inhibition, hits mostly inhibitors; HEK293 cAMP-luciferase reporter cells, luminescence, 24 h; hit rate 0.13% among 410,000;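 further: loss of luciferase light is scored as toxicity; on the % scale 0 is the no-effect control and ±100 the full control effect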
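Luminescence readout: signal drop marks cytotoxicity. Plated cells grew 12 h at 37 °C, 5% CO2, received 23 nL compound for 24 h, then got luciferase reagent, read after 12 min at RT.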
SW480 rerep: inducers of DNA re-replication in SW480 colon cancer cells; SW480 DNA re-replication, Hoechst DNA content imaging, 48 h; Potency, µM (titrated, usually from 46.1 µM), for inactives: at the highest dose re-replication activation, hits mostly activators; hit rate 1.8% among 340,000; AID 624297; further: % of control where 0% means no effect; nearly all actives have a fitted effect of over 55% in size
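First, 250 cells per well were seeded. Next, compound or vehicle (23 nL) was pinned in, plates sat 48 hr at 37 C. Finally Hoechst was added for 40 min before fluorescence scanning.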
TDP-43 yeast inh: TDP-43 toxicity inhibition in yeast. Potency, µM (top dose mostly 46.1 µM), without a hit: top-dose growth rescue (activation), hits mostly activators. TDP-43 expressing yeast growth rescue, BacTiter-Glo, 24 h. hit rate 1.8% among 410,000; further: % of control where 0% means no effect; nearly all actives have a fitted effect of over 50% in size
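Luminescence from BacTiter-Glo reports growth of TDP-43-expressing yeast after 24 hr at 30 deg C with compound. Cells were raffinose-pregrown to mid-log, then seeded in galactose medium at OD600=0.02.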
HT1080 IDH1KD tx: kills HT-1080 cells with IDH1 knockdown | Potency, µM (titrated, usually from 46.1 µM), inactives show top-dose activity, negative = toxicity, most hits filed as cytotoxic | hit rate 2% among 360,000 | AID 686971 | HT-1080 IDH1 knockdown viability, ATP luminescence, 48 h;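 further: 0% = DMSO wells and -100% = cell-free medium wells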
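Using the IDH1-knockdown HT-1080 line run in the same batch and compound series as the NT line, viability after 48 h at 37 °C was determined by CellTiter-Glo luminescence and expressed as % activity.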
GLP1R inv ag: acts as inverse agonist at human GLP-1 receptor; P43220; HEK293 GLP-1R CRE-luciferase, luminescence, 24 h; GLP-1R form is constitutively active; Potency, µM (series often up to 38.3 µM), for inactives: top-dose activity change, negative = inhibition, actives largely listed as inhibitors; hit rate 1.6% among 410,000; AID 624417; further: on the % scale 0 is the no-effect control and ±100 the full control effect; nearly all actives have a fitted effect of over 55% in size
Target sequence (P43220 whole entry, looked up): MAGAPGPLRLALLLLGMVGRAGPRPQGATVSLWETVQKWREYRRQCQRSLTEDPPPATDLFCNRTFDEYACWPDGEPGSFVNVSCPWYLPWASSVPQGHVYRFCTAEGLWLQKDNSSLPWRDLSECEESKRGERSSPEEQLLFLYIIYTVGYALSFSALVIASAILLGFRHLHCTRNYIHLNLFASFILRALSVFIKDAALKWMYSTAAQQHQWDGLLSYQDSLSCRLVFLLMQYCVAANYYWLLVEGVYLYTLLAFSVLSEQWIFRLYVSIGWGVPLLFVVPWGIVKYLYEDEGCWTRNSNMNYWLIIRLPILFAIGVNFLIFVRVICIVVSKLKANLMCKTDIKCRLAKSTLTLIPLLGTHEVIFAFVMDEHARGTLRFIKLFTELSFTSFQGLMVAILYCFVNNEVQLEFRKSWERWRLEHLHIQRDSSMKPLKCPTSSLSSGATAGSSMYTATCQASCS
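Cells are plated, allowed 12 hours at 37 deg C, then treated with compounds for 24 hr before luciferase detection reagent is added and luminescence is read after 12 min at room temperature. The HEK293 line carries constitutively active GLP-1R with a cAMP-responsive reporter.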
GLP1R ag: activates the human GLP-1 receptor; P43220; HEK293 GLP-1R CRE-luciferase, luminescence, 4-6 h; cells express a hypersensitive GLP-1R form; Potency, µM (doses to about 45.6 µM), for the others: at the highest dose activation, actives largely listed as activators; hit rate 0.007% among 380,000; AID 624172; further: % of control where 0% means no effect
HT1080NT lethal: kills 2HG-producing HT-1080-NT fibrosarcoma cells; HT-1080-NT fibrosarcoma viability, CellTiter-Glo ATP luminescence, 48 h; Potency, µM (doses to about 46.1 µM), without a hit: at the highest dose activity, negative = less viability, hits mostly cytotoxic; hit rate 1.6% among 360,000;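 further: NT is the 2HG producing partner of a matched IDH1 knockdown line; 0% = DMSO-treated cells and -100% = media-only wells without cells; nearly all actives have a fitted effect of over 55% in size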
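Read-out is CellTiter-Glo luminescence after 10 minutes at room temperature, following 48 hours' compound treatment of HT-1080-NT cells (750 cells/well, RPMI, 5% FBS, 37 degrees C).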
KB-3-1 cytotox: kills parental KB-3-1 adenocarcinoma cells; AID 1347075; KB-3-1 viability, CellTiter-Glo ATP luminescence, 72 h; Potency, µM (top dose mostly 46.1 µM), for inactives: at the highest dose activity change, negative = cytotoxic, most hits filed as cytotoxic; hit rate 1.4% among 400,000; further: on the % scale 0 is the no-effect control and ±100 the full control effect; nearly all actives have a fitted effect of over 60% in size
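Screening of KB-3-1 cells (DMEM, 10% FBS, phenol-red free) ran from lowest to highest compound concentration; after 72 h at 37 °C viability was read luminescently and curves fitted.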
KB-V1 cytotox: kills drug-selected multidrug resistant KB-V1 cells. KB-V1 MDR cells viability, CellTiter-Glo, 72 h. Potency, µM (top dose mostly 46.1 µM), inactives show top-dose activity change, negative = cytotoxicity, most hits filed as cytotoxic. hit rate 3.4% among 400,000. AID 1347076; further: on the % scale 0 is the no-effect control and ±100 the full control effect; nearly all actives have a fitted effect of over 60% in size
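Cytotoxicity via CellTiter-Glo luminescence after 72 h compound exposure at 37 degrees C. Cells: drug-selected KB-V1 line, DMEM phenol-red free plus 10% FBS. Compounds tested at multiple concentrations; normalized data fitted to concentration-effect curves.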
An asterisk follows results filed as active; ? = inconclusive; . = not tested or not shown; [ ] = another dose, or the depositor's remark. The call rests on the fitted dose curve; in most records, active means well fitted curve in the direction sought with a large enough effect; inconclusive means small, poorly fitted or top-dose-only effect, or another doubt; inactive means no such curve, though single readings can be large; an effect the other way counts as inactive or inconclusive. Potency means the concentration at half of the fitted maximal effect.

SMILES	GLP1R cytotox	SW480 rerep	TDP-43 yeast inh	HT1080 IDH1KD tx	GLP1R inv ag	GLP1R ag	HT1080NT lethal	KB-3-1 cytotox	KB-V1 cytotox
CC(C)Cc1nnc(NC(=O)c2ccc3c(c2)OCCO3)s1	-10%	9%	20µM*	15%	?	-4%	16%	-15%	-2%
CCOC(=O)c1c(C)n(-c2ccccc2)c2ccc(OC(=O)c3ccccc3Cl)cc12	-14%	.	14%	.	7%	.	.	-5%	0%
CN1C(=O)C(C)(C)N(C(=O)c2cccc([N+](=O)[O-])c2)c2ccccc21	3%	6%	-13%	2%	15%	-1%	1%	15%	?
CCOC(=O)C1CCN(C(=O)CCc2c(C)nc3cc(-c4ccccc4)nn3c2C)CC1	6%	-5%	18µM*	-1%	1%	-4%	7%	-3%	10%
COC(=O)c1ccccc1NC(=O)CSc1nnnn1C	-2%	4%	1%	7%	41%[activator]	0%	10%	8%	8%
COc1ccc(C(=O)OCC(=O)N2CCCCCC2)cc1S(=O)(=O)N1CCOCC1	2%	-2%	2%	-3%	10%	-1%	7%	10%	12%
CC1CCCN(C(=O)c2ccc3c(=O)n(C4CCCC4)c(=S)[nH]c3c2)C1 (stereo not given)	0%	-4%	5%	1%	?	-2%	-2%	-23%	-1%
COc1ccccc1NCc1ccc([N+](=O)[O-])s1	14%	2%	?	1%	17%	1%	-2%	8%	1%
O=c1c2ccccc2cnn1-c1ccc(Cl)nn1	4%[7.66 µM]	-2%	9%[9.22 µM]	16%	8%[7.66 µM]	6%	27%	-3%	18%
Cc1oc2c(c(C)cc3oc(=O)c(CC(=O)NCCCO)c(C)c32)c1C	-3%	-46%[inhibitor]	6%	1%	50%[activator]	12%	-1%	2%	20%
COC(=O)c1ccc(-n2c(/C=C\c3cccc(Br)c3)nc3ccccc3c2=O)cc1	-25%	.	18%	.	-3%	.	.	13µM*	?
Cn1cccc1C(=O)NC(=O)COC(=O)CC12CC3CC(CC(Br)(C3)C1)C2	-1%	-7%	2%	3%	4%	-7%	10%	-2%	0%
CCN(CC)CCN(C(=O)c1ccc2c(c1)OCCO2)c1nc2cc(C)cc(C)c2s1	15%	12%	1%	-17%	11µM*	-4%	-5%	.	.
Cc1ccc(Cn2c(C)c(CNCCCc3ccccc3)c(C(=O)O)c2C)cc1	-7%	.	-34%[inhibitor]	.	8%	.	.	-5%	-2%
Cc1cccc2cc(CN(CC3CCCO3)C(=O)c3ccco3)c(=O)[nH]c12 (stereo not given)	-21%	-2%	-4%	9%	3%	4%	12%	1%	0%
COc1ccc(N(CC(=O)NC2CCCCCC2)S(=O)(=O)c2ccccc2)cc1Cl	8%	?	4%	-8%	19%	1%	-2%	8%	?
Cc1ccc(NC(=O)COC(=O)CN2CSCC2=O)cc1C	1%	-20%	10%	-10%	5%	-10%	11%	11%	5%
O=C(Nc1ccc(Cl)cn1)c1cc2c(s1)-c1ccccc1OC2	-5%	?	10%	-26%	2%	5%	-23%	1%	-19%
O=C(N/N=C/C(Cl)=C/c1ccccc1)c1cnccn1	?	?	15%	0%	187%[activator]	3%	-2%	-9%	-9%
COc1cc2ccccc2cc1C(=O)Nc1nnc(-c2ccncc2)o1	-6%	-2%	21%	13%	9%	-15%	-2%	-1%	?
Cc1cc(NC(=O)C(C)SCC(=O)N(C)Cc2c(F)cccc2Cl)no1 (stereo not given)	-4%	0%	3%	-17%	-25%	12%	-13%	?	-19%
CCC(CC)C(=O)Nc1ccc(Sc2ccc([N+](=O)[O-])cc2)cc1	-8%	10%	-15%	?	?	3%	?	?	?
CCOc1ccccc1CNC(=O)Cn1nc(C)c2c(C)n(-c3ccc(C)cc3)nc2c1=O	-19%	0%	18%	-2%	?	-3%	-12%	-66%	-3%
CC1C(c2ccccc2)N(C)C(c2ccccc2)C(C)C1(O)C#Cc1ccccc1 (stereo not given)	?	4%	-8%	?	?	-18%	-7%	?	?
CC(=O)Nc1ccc(S(=O)(=O)NCCC(=O)OCC(=O)c2ccc(F)c(F)c2)cc1	2%	-1%	-16%	-9%	11%	-14%	-7%	11%	3%
Following part
SMILES	GLP1R cytotox	SW480 rerep	TDP-43 yeast inh	HT1080 IDH1KD tx	GLP1R inv ag	GLP1R ag	HT1080NT lethal	KB-3-1 cytotox	KB-V1 cytotox
CC(C)NC(=O)NCCCCCCS(C)=O (stereo not given)	4%	-2%	8%	0%	20%	0%	18%	17%	22%
CNC(=O)CN(c1ccc(F)cc1)S(=O)(=O)c1cc(C)ccc1OC	3%	1%	-21%	0%	-8%	-15%	10%	-7%	0%
CSc1nnc(-c2cc(Br)ccc2N=Cc2c(C)[nH]n(-c3ccccc3)c2=O)c(=O)[nH]1	25%	-147%[inhibitor]	0%	-14%	-5%	0%	-15%	0%	3%
CCOc1cc(N2CCOCC2)c(OCC)cc1NC(=O)c1ccc(S(C)(=O)=O)cc1	-9%	-3%	-1%	3%	6%	6%	12%	26%	-20%
Cc1ccc(C(=O)Nc2nnc(CC(=O)N/N=C/c3ccncc3)s2)cc1	2%	21µM*	12%	2%	36%[activator]	-3%	6%	1%	10%
CSCCC(NC(=O)COc1ccccc1)C(=O)N(C)CC(=O)Nc1c(C)cccc1C (stereo not given)	-4%	-80%[inhibitor]	-12%	-12%	16%	5%	-6%	3%	-19%
Cc1cccc(CN2C(=O)c3ccccc3S(=O)(=O)c3ccc(C(=O)OCC4CCCO4)cc32)c1 (stereo not given)	-5%	.	12%	.	-30%	.	.	10%	?
O=C(CN1C(=O)C2CC=CCC2C1=O)OCCN1C(=O)c2ccccc2C1=O (stereo not given)	20%	-4%	2%	1%	11%	6%	1%	2%	3%
Cc1ccc(OC[C@H](O)[C@H](C)NC(C)C)c2c1CCC2	6%	?	1%	?	?	6%	?	0%	-11%
O=CN1CCC(=O)N(Cc2ccccc2)c2ccccc21	2%	-6%	2%	-5%	-5%	13%	-1%	-63%	?
O=C(Nc1ccc(Cl)cc1C(=O)NCC1CCCO1)c1ccco1 (stereo not given)	-1%	-3%	-8%	-1%	20%	-3%	1%	?	8.2µM*
COc1ccc(N2CCN(Cc3cc(=O)oc4cc5c(cc34)CCCC5)CC2)cc1	-13%	-7%	-2%	7%	3%	0%	-18%	-19%	-5%
Cc1cccc(NC(=O)N2CCN(C(=O)c3nsc4ccccc34)CC2)c1C	9%	.	27%	.	-1%	.	.	3%	-13%
COc1ccc(CC2(CO)CCN(S(=O)(=O)c3c(C)nn(C)c3Cl)CC2)cc1	-11%	-32%[inhibitor]	3%	3%	13%	14%	27%	8%	12%
CC(=O)O[C@H]1CC[C@@]2(C)[C@@H](CC[C@@H]3[C@@H]2CC[C@]2(C)[C@@H](C(C)(C)O)C[C@@H]32)C1	-4%	-8%	-4%	5%	9%	-2%	0%	18%	8%
C=CCNC(=O)C1CC(=O)N(c2ccc(Br)cc2)C1 (stereo not given)	0%	-1%	10%	18%	3%	0%	8%	21%	22%
COc1cc2c(cc1OC)-c1cc(NC3CCCC3)nc(=O)n1CC2	-12%	-5%	6%	5%	80%[activator]	?	7%	21%	1%
CCC(=O)N1c2ccccc2CC1C(=O)NCCCN1CCN(c2ccc(F)cc2)CC1 (stereo not given)	11%	.	3%	.	2%	.	.	-13%	0%
CC(=O)c1ccc(N2CCN(C(=O)Cc3ccccc3)CC2)c(F)c1	10%	-5%	?	1%	4%	5%	0%	3%	0%
O=C(NCCc1ccccc1)c1cc(-c2ccc(Br)cc2)on1	-1%	.	34%	.	3%	.	.	?	13%
COc1ccccc1N1CCN(C(=O)COc2ccc(C)cc2Br)CC1	-18%	0%[9.22 µM]	?	-16%	?	11%	-21%	-19%	?
CCOC(=O)C(=CNc1cc(C)ccn1)C(=O)OCC	13%	-3%	15%	2%	16%	19%	0%	8%	-10%
CCc1nnc(NC(=O)CSc2nccn2-c2ccccc2)s1	9%[1.53 µM]	-9%	5%	-2%	3%	-5%	6%	-5%	?
O=C(CSc1ccccn1)N1CCNC1=O	13%	2%	15%	3%	0%	-1%	2%	0%	17%
Cc1sc2ncnc(N3CCCC(C)C3)c2c1C (stereo not given)	-12%	-20%[1.84 µM]	.	-17%	?	18%	-16%	-10%	-16%
(further entries)
SMILES	GLP1R cytotox	SW480 rerep	TDP-43 yeast inh	HT1080 IDH1KD tx	GLP1R inv ag	GLP1R ag	HT1080NT lethal	KB-3-1 cytotox	KB-V1 cytotox
CCOc1ccc(CCNC(=O)c2nnn(CC(=O)Nc3ccccc3C)c2N)cc1OCC	-12%	1%	-11%	-1%	11%	-1%	-2%	7%	0%
CC1Cc2ccccc2N1S(=O)(=O)c1cccc(C(=O)NCC(c2ccco2)N2CCCC2)c1 (stereo not given)	7%	?	-14%	-7%	10µM*	2%	0%	-3%	-1%
CCC(CC)c1nnc(NC(=O)c2ccc(N3CCCC3=O)cc2)s1	8%	13%	-24%	12%	34%[activator]	3%	3%	-3%	0%
CCOc1ccccc1C1C(C#N)=C(N)N(N(C)C)C2=C1C(=O)CCC2 (stereo not given)	-12%	-3%	7%	13%	16%	-2%	5%	-2%	6%
Cc1cccc(OCC(=O)Nc2ccc(N3CCN(C(=O)c4ccccc4)CC3)cc2)c1C	-15%	-25%	5%	-12%	-12%	-4%	-5%	-5%	-31%
COc1cccc(CNC(=O)c2cccnc2Sc2ccc(Cl)cc2)c1	3%	-14%	-3%	-12%	12%	21%	-6%	19%	18%
Cc1ccc(S(=O)(=O)CCc2nnc(N)s2)cc1C	23%	17%	5%	5%	2%	0%	-5%	15%	-1%

A different layout for some results above:
Screens in order – GLP1R cytotox, SW480 rerep, TDP-43 yeast inh, HT1080 IDH1KD tx, GLP1R inv ag, GLP1R ag, HT1080NT lethal, KB-3-1 cytotox, KB-V1 cytotox
- CCC(CC)C(=O)Nc1ccc(Sc2ccc([N+](=O)[O-])cc2)cc1
    -8%, 10%, -15%, ?, ?, 3%, ?, ?, ?
- CC(C)NC(=O)NCCCCCCS(C)=O (stereo not given)
    4%, -2%, 8%, 0%, 20%, 0%, 18%, 17%, 22%
